Screens from PubChem BioAssay.
A350 autofl = compound fluoresces in the Alexa 350 spectral region; 59,000 tested, 11% active; AID 590; Compound autofluorescence, 340/450 nm, Alexa 350 dye-equivalents; active compounds read high; max dye-equivalent concentration, M; in the data active = max dye-equivalent concentration above about 10 nM; inconclusive = mostly about 1.1 nM to 9.6 nM
4-MU autofl = compound fluoresces in the 4-MU spectral region | compound autofluorescence, 340/450 nm, 4-MU equivalents; active compounds read high | max dye-equivalent concentration, M | 59,000 tested, 11% active | AID 589; in the data active = max dye-equivalent concentration above about 10 nM; inconclusive = mostly about 1.1 nM to 9.6 nM
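Compounds in 100 mM Tris, pH 8.0, sat 15 min at room temperature before fluorescence was read at 340 nm excitation/450 nm emission; a per-plate six-point 4-MU standard curve converted signals to dye-equivalent concentration at each compound concentration.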
GFP derepression = derepresses silenced GFP locus in mouse C127i cells. Potency, µM (doses to about 46.1 µM), for the others: at the top dose GFP derepression (activation). AID 597. 68,000 tested, 0.09% active. mouse C127i GFP locus derepression, cytometry, 30 h; note: % of control where 0% means no effect
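Derepression screen: silenced CMV-GFP reporter in murine C127i cells, 30 h compound incubation at 37 C, washed cells imaged by laser-scanning cytometer to enumerate GFP-expressing objects of 20 to 120 um.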
Fluorescein autfl = compound fluoresces in the fluorescein spectral region. Compound autofluorescence, 480/540 nm, fluorescein-equivalent; active compounds read high. AID 593. max fluorescein-equivalent concentration, M. 59,000 tested, 0.91% active; in the data active = max fluorescein-equivalent concentration above about 10 nM; inconclusive = between about 1.1 nM and that limit
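In this qHTS profile, compound fluorescence was measured with a 480 nm/540 nm filter pair following a 15-min room-temperature incubation in 100 mM Tris (pH 8.0). A six-point fluorescein series on each plate served for normalization.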
Luciferase inh = firefly luciferase inhibition; Potency, µM (series often up to 57.1 µM), for inactives: top-dose activity change, negative = inhibition, most hits filed as inhibitors; 72,000 tested, 2.2% active; purified firefly luciferase, luminescence, 8 min; note: potency is the fitted concentration of half-maximal effect; % is set by controls: 0 for no effect and ±100 for the full control effect; nearly all actives have a fitted effect of over 40% in size
Target sequence (P08659 whole entry, looked up): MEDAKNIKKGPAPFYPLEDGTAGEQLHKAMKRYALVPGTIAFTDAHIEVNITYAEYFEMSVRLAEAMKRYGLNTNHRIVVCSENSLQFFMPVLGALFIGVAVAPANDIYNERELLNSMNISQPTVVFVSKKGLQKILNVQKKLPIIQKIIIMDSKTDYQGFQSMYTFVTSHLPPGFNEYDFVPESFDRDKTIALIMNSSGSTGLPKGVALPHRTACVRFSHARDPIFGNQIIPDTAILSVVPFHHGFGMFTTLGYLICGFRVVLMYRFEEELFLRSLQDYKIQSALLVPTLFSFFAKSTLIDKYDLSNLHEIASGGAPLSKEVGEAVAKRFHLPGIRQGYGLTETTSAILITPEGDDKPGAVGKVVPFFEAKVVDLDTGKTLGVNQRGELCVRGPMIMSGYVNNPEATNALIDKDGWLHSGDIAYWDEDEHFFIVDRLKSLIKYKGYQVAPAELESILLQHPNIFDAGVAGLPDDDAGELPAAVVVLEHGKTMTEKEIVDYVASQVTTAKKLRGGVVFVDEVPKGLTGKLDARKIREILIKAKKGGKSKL
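Compounds were tested as concentration series (qHTS) against purified P. pyralis luciferase with luciferin and 10 uM ATP in 50 mM imidazole pH 7.2, 50 mM KCl, 7 mM MgCl2, 0.01% Tween 20, 0.05% BSA. Luminescence was read after 8 min at ambient temperature.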
TexasRed autofl = compounds fluorescent in Texas Red spectral region; Compound fluorescence, Texas Red channel, 547/618 nm; active compounds read high; max dye-equivalent concentration, M; 59,000 tested, 0.06% active; in the data active = max dye-equivalent concentration above about 10 nM; inconclusive = between about 1.1 nM and that limit
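Fluorescence at ex 547/em 618 nm, normalized against an on-plate Texas Red standard series to give dye-equivalent concentration per compound concentration. Buffer 100 mM Tris, pH 8.0; 15 min RT incubation before CCD imaging.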
Hsp90 Hop PPI = changes Hsp90-Hop TPR2A binding signal, up or down; 71,000 tested, 0.44% active; Potency, µM (series often up to 57 µM), without a hit: at the top dose activity change, negative = inhibition; AlphaScreen TPR2A-His6 binding biotin-Hsp90 C-terminal peptide; active = well fitted curve in either direction with a large enough effect; inconclusive = small, poorly fitted or top-dose-only effect, or another doubt; note: potency is the fitted concentration of half-maximal effect; % is set by controls: 0 for no effect and ±100 for the full control effect; many of its hits are not listed in these tables
CRE Fsk mod = alters forskolin-stimulated CRE reporter signaling in CHO cells; CHO CRE-bla reporter (cAMP response element driving beta-lactamase), forskolin EC10, beta-lactamase ratio; Potency, µM (series often up to 38.2 µM), for the others: top-dose activity change, negative = inhibition, actives largely listed as activators; 71,000 tested, 2.5% active; AID 662; active = well fitted activation curve with a large enough effect in the signal ratio, with a control signal flat, not every such curve was filed as active; inconclusive = small, poorly fitted or top-dose-only effect, or effect the other way, or a change in a side signal; the % refers to the signal ratio; note: potency is the fitted concentration of half-maximal effect; % of control where 0% means no effect
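Cells were plated overnight at 37 °C, exposed to compound titrations plus EC10 NKH 477 for 3 h, then given CCF4 dye for 2 h at room temperature. Blue/green (460/530 nm) ratio was converted to %Activity and AC50 values calculated.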
ERK AVP inh = blocks ERK signaling stimulated by vasopressin. HEK293-V1b, vasopressin-stimulated pERK AlphaScreen. Potency, µM (top dose mostly 57.5 µM), without a hit: at the top dose activity, negative = inhibition, usual class: inhibitors. 72,000 tested, 0.99% active; note: potency is the fitted concentration of half-maximal effect; % is set by controls: 0 for no effect and ±100 for the full control effect; nearly all actives have a fitted effect of over 55% in size
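qHTS, compounds titrated on V1b-expressing HEK293 cells. Preincubation 30 min at 37C, vasopressin 25 nM for 5 min, lysis 10 min, bead incubation 5 hr at room temperature.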
HBB splicing = alters splicing of the hemoglobin beta chain. HBB splicing reporter cell assay, activation; EGFP reporter with mutant IVS2-654 intron; response scale: normalised to 500 nM splice-correcting PNA. Potency, µM (highest dose often 46.1 µM), for the others: at the top dose activation, actives largely listed as activators. 65,000 tested, 0.06% active. AID 925; note: potency is the fitted concentration of half-maximal effect; 0% is about no effect
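Compounds were applied for 2 days to HeLa EGFP-654 cells, 500/well in Optimem with 2% FCS. The reporter's EGFP is disrupted by mis-splicing of beta-globin intron IVS2-654. Readout: summed well GFP fluorescence from 488 nm laser scanning; reference was 500 nM antisense […] 654 PNA.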
UbGFP stabilizer = inhibits proteasome, raising ubiquitin-GFP reporter fluorescence; Ubiquitin-GFP reporter cells, proteasome inhibition, GFP fluorescence; response scale: untreated = 0%, 10 µM MG-132 = 100%; Potency, µM (top dose mostly 45.9 µM), for the others: top-dose activation (GFP accumulation), usual class: activators; 67,000 tested, under 10 active; AID 526; active = well fitted activation curve with a large enough effect, not every such curve was filed as active; inconclusive = small, poorly fitted or top-dose-only effect, or another doubt; inactive = no such curve, though single readings can be large or run the other way; note: potency is the fitted concentration of half-maximal effect
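GFP accumulation read-out: laser plate cytometry counting ubiquitin(G76V)-GFP-expressing U2OS cells after 4 hr compound exposure at 37 °C. Titrations spanned 46 uM to 2.9 nM; 0% = basal, 100% = 10 uM MG-132; concentration-response curves fitted.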
* hit, by the source's call; i = inactive; ? = inconclusive; . = no result given; [ ] = another dose, or the depositor's remark. Unless noted, calls come from the whole dose curve; as a rule, active = well fitted curve in the direction sought with a large enough effect; inconclusive = small, poorly fitted or top-dose-only effect, or another doubt; inactive = no such curve, though single readings can be large; an effect the other way counts as inactive or inconclusive.

SMILES	A350 autofl	4-MU autofl	GFP derepression	Fluorescein autfl	Luciferase inh	TexasRed autofl	Hsp90 Hop PPI	CRE Fsk mod	ERK AVP inh	HBB splicing	UbGFP stabilizer
O=C(CSc1ncccn1)NCc1ccc(F)cc1	i	i	-1%	i	-3%	i	2%	5%	-6%	-0.2%	17%
Cn1ncc2c(Nc3ccc(-c4ccccc4)cc3)ncnc21	1.5e-08M*	1.5e-08M*	4%	i	-2%	i	-1%	?	8%	-0.3%[57.5 µM]	2%
CN(C(=O)c1cccc(C#N)c1)c1nnc(C2CCCO2)s1 (stereo unspecified)	i	i	0%	i	5%	i	-2%	0%	2%	.	2%
COCCNC(=O)CN(C(=O)Cn1nnc2ccccc21)c1ccccc1	i	i	-3%	?	-1%	i	1%	-1%	-12%	.	5%
CC(C)CC(=O)N1CCN(S(=O)(=O)c2ccc(F)cc2)CC1	i	i	3%	i	0%	i	1%	-3%	-14%	0.2%[57.5 µM]	-1%
Nc1c[n+](N2CCOCC2)no1	.	.	3%	.	-1%	.	3%	?	-3%	.	-7%
CCOC(=O)C1CCN(C(=O)CCCCn2c(=O)[nH]c3ccccc3c2=O)CC1	?	?	-1%	i	2%	i	0%	-9%	7%	-1.2%	-7%
O=C(Nc1nn[nH]n1)c1cccc(Oc2ccccc2)c1	i	i	5%	i	-1%	i	1%	-3%	-8%	-0.2%[57.5 µM]	-1%
Cn1[nH]c(=O)c2ccccc2c1=O	i	i	-2%	i	1%	i	3%	0%	-5%	-1.1%	-5%
COc1ccc(OCC(=O)Nc2ccccc2C(=O)N2CCCC2)cc1	i	i	-3%	i	1%	i	1%	0%	-2%	.	-3%
Cc1c(C(=O)OCC2CCCO2)[nH]c2c1C(=O)CC(c1ccc(N(C)C)cc1)C2 (stereo unspecified)	.	.	2%	.	-6%	.	?	?	25µM*	-1.0%	-9%
CCCCCn1c(CN2CC(C)OC(C)C2)nc2c1c(=O)n(C)c(=O)n2C (stereo unspecified)	.	.	.	.	0%	.	0%	-3%	.	-1.1%	9%
Nn1c(SCC(=O)Nc2ccc(F)cc2F)nnc1-c1cccnc1	?	i	0%	i	3%	i	-5%	-1%	0%	-1.4%	6%
O=C(NC1CCCC1)C1CCCN1S(=O)(=O)c1cccc2cccnc12 (stereo unspecified)	.	.	-2%	.	0%	.	-2%	3%	-11%	-0.4%	-1%
Nc1c(C(=O)OCC2CCCO2)c2nc3ccccc3nc2n1C1CCCCC1 (stereo unspecified)	1.4e-06M*	9.5e-07M*	-3%	i	-2%	i	3%	?	-18%	3.4%[0.369 µM]	.
CC(=O)N(Cc1ccccc1)c1ncc2c(n1)c(=O)c(C#N)c1ccccn12	3.4e-08M*	2.4e-08M*	2%	?	-1%	?	-17%	?	6%	7.1%[0.369 µM]	.
CC(C)(C)NC(=O)CN(C(=O)C1CSC(=O)C1)c1ccc2c(c1)OCCO2 (stereo unspecified)	i	i	0%	i	-6%	i	0%	0%	-1%	0.4%[57.5 µM]	5%
O=C(Nc1cc(Cl)ccc1N1CCOCC1)c1cnccn1	i	i	-1%	?	3%	i	-5%	8%	38%[activator]	.	-4%
CCNc1ncc2nc(-c3cn(C)c4ccccc34)c(=O)n(Cc3cccc(OC)c3)c2n1	i	i	8%[9.22 µM]	i	1%[11.4 µM]	i	?	?	14%	5.1%	-5%
COCCN(CC(=O)Nc1ccccc1)S(=O)(=O)c1ccc(S(=O)(=O)N2CCCC2)cc1	i	i	2%	i	1%	i	-3%	2%	0%	0.0%[57.5 µM]	-4%
O=c1c2c3nc4ccccc4nc3n(-c3ccc4c(c3)OCCO4)c2ncn1C1CCCC1	?	?	6%	?	0%	i	6%	?	-4%	6.3%[0.369 µM]	-1%
c1ccc(-c2nnnn2CCOCCn2nnnc2-c2ccccc2)cc1	i	i	0%	?	1%	i	2%	?	13%	-3.8%	-2%
Cc1nc(N2CCc3ccccc3C2)[nH]c(=O)c1CCC(C)C	?	i	-3%	i	0%	i	0%	-8%	-18%	-0.4%	-5%
CCOC(=O)C1=C(C)NC(=O)NC1c1ccc(OCCO)c(OC)c1 (stereo unspecified)	.	.	0%	.	-1%	.	-2%	2%	-7%	1.2%	1%

Compound profiles, from the list above. Values in the order: A350 autofl | 4-MU autofl | GFP derepression | Fluorescein autfl | Luciferase inh | TexasRed autofl | Hsp90 Hop PPI | CRE Fsk mod | ERK AVP inh | HBB splicing | UbGFP stabilizer
Cn1[nH]c(=O)c2ccccc2c1=O across the screens: i | i | -2% | i | 1% | i | 3% | 0% | -5% | -1.1% | -5%
O=C(CSc1ncccn1)NCc1ccc(F)cc1 across the screens: i | i | -1% | i | -3% | i | 2% | 5% | -6% | -0.2% | 17%
CCOC(=O)C1=C(C)NC(=O)NC1c1ccc(OCCO)c(OC)c1 (stereo unspecified) across the screens: . | . | 0% | . | -1% | . | -2% | 2% | -7% | 1.2% | 1%

Continuation.
SMILES	A350 autofl	4-MU autofl	GFP derepression	Fluorescein autfl	Luciferase inh	TexasRed autofl	Hsp90 Hop PPI	CRE Fsk mod	ERK AVP inh	HBB splicing	UbGFP stabilizer
COC(=O)c1ccc(NC(=O)NS(=O)(=O)c2ccc(C)cc2)cc1	.	.	4%	.	0%	.	-4%	-6%	-8%	-1.5%	19%
CC(C(=O)OCc1nnc(-c2ccccc2)o1)N1C(=O)c2ccccc2C1=O (stereo unspecified)	i	i	0%	?	-13%	i	2%	?	9%	0.0%	-6%
Cn1nnnc1SCC(=O)c1c(N)n(C)c(=O)n(C)c1=O	?	i	-1%	?	0%	i	-5%	-4%	-19%	-1.8%	0%
CCOc1ccccc1-n1c(COc2ccc(C)cc2)nnc1SCC(N)=O	i	i	-2%	?	3%	i	-1%	-4%	11%	-3.3%	0%
O=C(Nc1cc2nn(-c3ccccc3)nc2cc1Cl)c1ccco1	1.7e-07M*	1.9e-07M*	-2%	i	0%	i	-3%	-11%	4%	2.6%	1%
OCc1n[nH]c(CO)n1	i	i	0%	i	2%	i	?	-6%	43%	-1.3%	13%
COC(=O)Nc1nnc(Cc2ccc(OC)cc2)s1	?	?	-2%	i	2%	i	0%	25%	-5%	0.7%[1.84 µM]	0%
O=C(NCc1ccc(N2CCCC2=O)cc1)c1cn(CCc2ccccc2)nn1	?	i	-4%	?	1%	i	-2%	5%	-26%	-3.3%	-3%
COc1ccc(C2/C(=C(\O)c3cc(C)ccc3C)C(=O)C(=O)N2CCN(C)C)cc1OC (stereo unspecified)	i	i	-1%	i	1%	i	1%	5%	-5%	.	-5%
CN(CCCNC(=O)CN1C(=O)CC(C)(C)S(=O)(=O)c2ccccc21)C1CCCCC1	i	i	0%	i	0%	i	-3%	-3%	-8%	-0.1%	-7%
COc1ccc(N2CCN(C(=O)Cn3nnc(-c4cccs4)n3)CC2)cc1	i	i	-1%	i	-4%	i	?	-3%	10%	0.6%[57.5 µM]	3%
COC(=O)CC(=O)Cc1nc(N)nc(Nc2ccc(C)c(C)c2)n1	i	i	0%[20.6 µM]	?	0%[25.5 µM]	i	.	.	.	.	.
CCOC(=O)c1c(-c2ccccc2)[nH]c2ccc(O)cc12	?	?	2%	i	-1%	i	-6%	25%	-23%	-3.4%	4%
CCOc1ccc(NC(=O)Nc2ccc(N(C)C(C)=O)cc2)cc1	i	i	2%	?	0%	?	-6%	1%	?	1.3%	-1%
Cn1c(/C=C/N2CCOCC2)c(C(=O)c2ccc(Br)cc2)c(=O)n(C)c1=O	i	i	5%	?	-3%	i	1%	-11%	-15%	4.9%	-1%
O=C(Nc1ccc2c(c1)OCO2)c1ccc(S(=O)(=O)NCC2CCCO2)cc1 (stereo unspecified)	?	?	0%	i	-1%	?	-2%	-4%	-13%	-0.1%	1%
Cc1ccc(C)n1-c1ccc(-c2nnco2)cc1	i	i	0%	?	0%	i	-3%	14%	-17%	-1.1%	-4%
c1ccc(CCn2nnnc2C(c2cccnc2)N2CCN(c3nc4ccccc4s3)CC2)cc1 (stereo unspecified)	i	i	-2%	i	0%	i	-13%	15%	-5%[11.5 µM]	.	2%
O=C(CSc1nnc(-c2cccs2)n1Cc1ccco1)Nc1ccc2c(c1)OCO2	i	i	3%	?	-3%	i	-8%	?	-17%	-0.7%	4%
CC(C)(NC(=O)N1CCCC1)c1cccc(C(C)(C)NC(=O)N2CCCC2)c1	.	.	-6%	.	2%	.	0%	-1%	-16%	-1.5%	-5%
CC(C)NC(=O)CN(c1cccc(Br)c1)S(C)(=O)=O	i	i	-4%	i	1%	?	1%	?	11%	-3.9%	0%

These rows are one share of the data; count on the stated rates, not on these rows.
